M18AAP inhibitor: PfM18AAP inhibitors, malaria aminopeptidase, primary screen, biochemical, QFRET, recombinant enzyme | M18 aspartyl aminopeptidase (Plasmodium falciparum 3D7) | H-Glu-NHMec fluorogenic cleavage | inhibition, % at 7.35 µM | 290,000 tested, 1.2% active | AID 1822, 2009;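 active = inhibition above the campaign mean inhibition over all tested compounds plus 3 SD, cut at about 28% in these data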;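 note: 0% = plate median of test compound wells and 100% = 2 mM ZnCl2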
GalR3 antagonist: GalR3 antagonists in HEK293 cells, primary screen, cell-based, fluorescence readout. 360,000 tested, 0.44% active. inhibition, % at 3 µM. HEK293 GalR3-CNG cAMP membrane potential fluorescence; galR3 body fused to GalR1 C-terminus;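 active = inhibition above the screen-wide average plus 3 SD, cut at about 13% in these data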;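 note: forskolin and galanin both at EC90 stimulate the cells; cAMP rise reported by CNG channel membrane potential dye signal; 0% = forskolin plus galanin with DMSO and 100% = forskolin alone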
Target sequence (O60755 1-299 limits assumed): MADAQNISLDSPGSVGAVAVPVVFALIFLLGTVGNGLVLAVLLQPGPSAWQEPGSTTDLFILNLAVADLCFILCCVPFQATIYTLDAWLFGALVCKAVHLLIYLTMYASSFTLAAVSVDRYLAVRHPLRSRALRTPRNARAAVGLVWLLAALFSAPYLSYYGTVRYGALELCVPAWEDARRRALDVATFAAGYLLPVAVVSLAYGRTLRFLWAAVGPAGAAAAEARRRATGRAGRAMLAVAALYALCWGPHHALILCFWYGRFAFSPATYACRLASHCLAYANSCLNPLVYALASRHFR
OXTR agonist: human OXTR agonists, primary screen, fluorescence, CHO-OTR cells, Fluo-8 calcium | Oxytocin receptor (Homo sapiens), P30559 | Fluo-8 calcium fluorescence; normalized: DMSO 0%, oxytocin 100% | activation, % at 3 µM | 320,000 tested, 0.32% active | AID 2435, 2010;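 active = activation above the mean of all tested compounds plus 3 SD, cutoff set per screening run, cut at about 20% in these data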;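 note: peak over basal fluorescence ratio from a 100 s FLIPR kinetic read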
Target sequence (P30559 whole entry, looked up): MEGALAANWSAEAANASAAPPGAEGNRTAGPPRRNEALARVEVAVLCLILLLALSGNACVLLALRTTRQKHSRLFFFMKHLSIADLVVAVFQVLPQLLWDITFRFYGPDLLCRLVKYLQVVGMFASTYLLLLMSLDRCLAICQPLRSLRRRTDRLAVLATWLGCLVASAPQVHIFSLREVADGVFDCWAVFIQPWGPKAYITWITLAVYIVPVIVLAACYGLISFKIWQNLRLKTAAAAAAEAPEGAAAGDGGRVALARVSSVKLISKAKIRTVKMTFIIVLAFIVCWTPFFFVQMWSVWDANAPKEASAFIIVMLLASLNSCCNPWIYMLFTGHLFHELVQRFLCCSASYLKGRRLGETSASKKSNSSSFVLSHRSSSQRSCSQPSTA
OXTR potentiate: human OXTR potentiators, primary screen, fluorescence, CHO-OTR cells, Fluo-8 calcium. 320,000 tested, 0.061% active. activation, % at 3 µM. AID 2445, 2010. Fluo-8 calcium fluorescence, potentiator mode; 0% = oxytocin EC15, 100% = EC100;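 active = activation above that plate's cutoff, the mean activation of tested compounds plus 3 SD, cut at about 6.6% in these data, passing the limit was not always enough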;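 note: 100% uses oxytocin at 75 nM as the full agonist control; some results filed as inactive read as strong as hits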
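Measured by – Fluo-8 calcium dye fluorescence · Test system – human OTR in CHO cells · Dosing – one concentration, 3.0 µM compound · Controls – EC15 oxytocin alone as 0%, 75 nM oxytocin as 100% · Evaluation – normalized max/min fluorescence ratio, % activation · Timing – 6 min pre-incubation, 100 s read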
MEKK2 WT-MEK5: modulators of MEK5 binding to wildtype MEKK2, primary screen, biochemical, multiplex bead flow cytometry, Alexa488-MEK5 | Mitogen-activated protein kinase kinase kinase 2 (Homo sapiens), Q9Y2U5 | Alexa488-MEK5 binding to MEKK2 WT; actives lie on both sides | binding response (% of control), % at 10 µM | 290,000 tested, 1.1% active | AID 1531, 2009; in the data active = binding response below about 67% or above about 130%
V1R ag counter: agonists of human V1a receptor, primary screen, counter-screen for OXTR agonist project, fluorescence, CHO-V1R cells. Vasopressin V1a receptor (Homo sapiens), P37288. Fluo-8 calcium fluorescence, agonist mode; 0% DMSO, 100% 3 nM vasopressin. activation, % at 3 µM. 320,000 tested, 0.25% active;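 active = activation above the mean activation of all tested compounds plus 3 SD, per screening run, cut at about 20% in these data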;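 note: signal is peak over basal fluorescence ratio across a 100 second FLIPR read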
GPR7 antag: GPR7 receptor antagonists, primary screen, cell-based, fluorescence, single concentration. inhibition, % at 4.4 µM. 290,000 tested, 1.1% active. GPR7-expressing cells, fluorescence antagonist assay. Neuropeptides B/W receptor type 1 (Homo sapiens), P48145; in the data active = inhibition above about 16%, passing the limit was not always enough;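 note: cells stimulated with the agonist NPW; 0% = agonist with vehicle and 100% = vehicle without agonist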
Target sequence (P48145 whole entry, looked up): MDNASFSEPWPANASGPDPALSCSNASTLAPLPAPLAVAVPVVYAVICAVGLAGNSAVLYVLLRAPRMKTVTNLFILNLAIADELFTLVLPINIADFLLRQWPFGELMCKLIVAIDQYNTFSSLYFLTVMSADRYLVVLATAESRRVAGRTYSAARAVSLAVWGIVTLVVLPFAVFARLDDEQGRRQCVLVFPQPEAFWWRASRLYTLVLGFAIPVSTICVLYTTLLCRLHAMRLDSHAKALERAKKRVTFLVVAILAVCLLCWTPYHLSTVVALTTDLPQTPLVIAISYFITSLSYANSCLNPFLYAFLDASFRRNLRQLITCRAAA
MEKK2 mut-MEK5: MEK5 binding signal on mutant MEKK2 PB1, primary screen, biochemical, multiplex bead flow cytometry, Alexa488-MEK5; Alexa488-MEK5 binding to MEKK2 mutant; percent response, % at 10 µM; 290,000 tested, 0.35% active; AID 1530, 2009; in the data active = percent response above about 24%, passing the limit was not always enough; note: inactives centre near 1; some results filed as inactive read as strong as hits
NALP1 yeast inh: NALP1 inflammasome inhibitors in reconstituted yeast, colorimetric, S. cerevisiae, triplicate retest; AID 2071, 2009; 280,000 tested, 0.61% active; inhibition, % at 10 µM; S. cerevisiae NALP1/ASC/caspase-1 growth, X-gal OD620, 72 h; in the data active = inhibition mostly above about 24%, no sharp cut-off; inactive = mostly below about 32%; note: some compounds called inactive have numbers as strong as hits
* marks the source's active call; other numbers are inactive results; . = not tested or not shown; [ ] = another dose, or the depositor's remark. Rows are unselected; overall some 4.1% were active at least once.

SMILES	M18AAP inhibitor	GalR3 antagonist	OXTR agonist	OXTR potentiate	MEKK2 WT-MEK5	V1R ag counter	GPR7 antag	MEKK2 mut-MEK5	NALP1 yeast inh
COc1ccc(S(=O)(=O)Nc2ccc3c(c2)C(=O)N([C@@H](C)CO)C[C@H](C)[C@H](CN(C)S(=O)(=O)c2ccc(F)cc2)O3)cc1	.	-4	1.1	-1	.	0.2	.	.	.
CCOC(=O)c1cc(=O)c2ccc(OCC(=O)Nc3ccc(F)cc3)cc2o1	-3	-3	0.4	-3	97	1.6	6	-9	-8
COCCNC(=O)Cn1nc(-c2ccc(C)cc2)c2ccccc2c1=O	4	-6	-0.3	-2	98	-0.3	2	-1	5
O=C(NCCCN1CCOCC1)/C(=C/c1ccc(F)cc1)NC(=O)c1ccccc1	1	-2	0.8	-12	65	1.0	-5	-12	-1
O=C(Nc1nc2ccccc2s1)C1CC(=O)N(c2ccc(Cl)cc2)C1 (configuration not stated)	0	-2	3.8	-7	103	2.1	8	5	-14
Cc1ccc(-c2nnc(Nc3ccc(C(N)=O)cc3)c3ccccc23)cc1S(=O)(=O)NCC1CCCO1 (configuration not stated)	7	-4	-0.2	-3	117	-0.1	-4	14	23
COc1cc(/C=C2/C(C)=C(C#N)c3nc(N)c(C#N)c(C)c32)ccc1OCC(=O)O	15	-4	0.1	-2	94	0.2	-17	-1	6
COCCCC1CCN(Cc2cn[nH]c2-c2cc(OC)c(OC)c(OC)c2)CC1	4	-1	2.0	4	100	1.7	-15	-2	26*
O=C(CCl)Nc1ccc(Oc2cnc3ccccc3n2)cc1	-2	-4	1.4	-20	96	1.5	7	1	10
Cc1nn(C)c2ncc(C(=O)c3ccccc3O)cc12	-7	-6	5.2	-10	102	8.6	-7	3	8
CCC(=O)Nc1ccc2c(c1)nc(CN1CCN(C(C)=O)CC1)n2C	-1	-3	-0.6	-5	104	0.7	2	3	2
CN(CC(=O)Nc1cccc(F)c1)C(=O)c1ccc(S(=O)(=O)N2CCCC2)cc1	.	-4	1.5	-5	.	2.4	.	.	.
CC(C)N(C(C)C)S(=O)(=O)c1ccc(N2CCc3ccccc3C2)nc1	1	-9	-1.3	-12	93	3.1	21*	-5	16
Cc1cc([N+](=O)[O-])cc2c1NC(=O)C2(O)N1CCOCC1 (configuration not stated)	1	2	0.2	-2	89	-0.2	-4	-8	8
Cc1cc(C(=O)Nc2ccc(C#N)cc2)on1	-7	-9	.	.	8.0*[inhibitor]	.	-9	-49	21
COC(=O)c1c(-c2cccs2)csc1NC(=O)c1cccnc1	5	-2	-1.5	-1	97	-0.3	-20	5	14
Cc1cc(-c2ccccc2)nc(N/N=C/c2ccccc2)n1	5	-9	-2.4	-1	103	-1.3	2	4	13
NS(=O)(=O)c1ccc(N2CCOCC2)c(C(=O)NCCCSc2ccccc2)c1	.	-6	0.0	-6	.	0.3	.	.	.
O=C(COc1ccccc1)NCc1ccc(-n2cccc2)cc1	3	-3	-1.6	7	103	0.6	-15	2	15
C=CCNC(=O)c1ccc2c(c1)S(=O)(=O)c1ccccc1C2=O	.	-1	-0.6	-3	97	-0.2	.	-1	.
Cc1cccc(C)c1NC(=O)COC(=O)c1ccccc1Nc1ccccc1	-8	-2	-0.4	-4	80	-0.1	-6	-10	28
C#CCSc1nc2ccccc2n1C(=O)c1ccc(S(=O)(=O)N2CCCCC2)cc1	-3	1	1.1	3	99	1.1	10	-2	-24
Cc1ccc(NC(=O)c2c(C)noc2C)cc1S(=O)(=O)N1CCOCC1	.	-4	2.3	2	.	1.8	.	.	.
COc1ccccc1N(CC(=O)Nc1ccccc1C(=O)NCC(C)C)S(C)(=O)=O	4	-10	0.4	6	107	-0.2	-7	4	11
CC(N)C(=O)NC(C(=O)N1CCCC1C(=O)NC(c1ccccc1)c1ccccc1)C(C)C (configuration not stated)	.	1	0.4	-5	.	0.5	.	.	.
Following part:
SMILES	M18AAP inhibitor	GalR3 antagonist	OXTR agonist	OXTR potentiate	MEKK2 WT-MEK5	V1R ag counter	GPR7 antag	MEKK2 mut-MEK5	NALP1 yeast inh
COc1ccc(CN2CCNC(=O)C2CC(=O)NC2CCOCC2)cc1C (configuration not stated)	20	-2	.	.	96	.	-16	0	11
CCc1ccc(C(=O)CSc2nc3cc(S(=O)(=O)N4CCOCC4)ccc3n2CC)cc1	-9	-2	-2.9	-8	86	-0.4	-2	-4	26
CCCCc1ccc(S(N)(=O)=O)cc1	2	-6	-1.4	-5	101	-0.1	-4	4	34
O=S(=O)(Nc1ccccc1O)c1ccc(Cl)nc1	17	-4	3.6	-3	100	2.7	-23	2	-8
COC(=O)c1c(NC(=O)Cc2ccccc2)sc2c1CC(C)(C)NC2(C)C	29*	2	4.1	-8	114	1.3	4	8	25
COc1ccccc1C(=O)N/C(=C\c1cn(S(=O)(=O)N(C)C)c2ccccc12)C(=O)N1CCCC1	-1	-4	0.1	7	102	2.3	6	-4	16
COc1cccc(C#Cc2c(CO)[nH]c3ccccc23)c1	.	-1	1.6	-3	.	0.0	.	.	.
N#Cc1cccc(NC(=O)CCC2CCCC2)c1	-9	-2	-1.3	-12	100	1.8	8	1	4
COC(=O)C(NC(=O)c1ccc(Cl)cc1)(Nc1nc(C)cs1)C(F)(F)F (configuration not stated)	5	-5	-2.3	4	94	-1.2	-1	-6	-15
Cc1cccc(NS(=O)(=O)c2nnc(NC(=O)c3ccc(Cl)cc3)s2)c1	-1	0	1.3	-6	103	1.2	-8	3	25
O=C(Nc1nccs1)[C@@H]1CC=C[C@@H]2CCN(Cc3ccccc3)C(=O)[C@@H]21	.	-2	0.4	1	106	6.5	.	1	.
COc1cc(/C=C2\SC(=Nc3ccccc3OC)NC2=O)ccc1O	11	-10	8.3	-7	100	3.1	16	1	1
COc1ccc(N2CCN(C(=O)CCc3nnc4ccc(N5CCCC5)nn34)CC2)cc1	4	-6	-0.3	-9	104	0.3	2	1	7
O=C(NCCc1ccc(Cl)cc1)c1cnc2n(c1=O)CCS2	.	2	1.7	-7	94	4.3	.	-6	.
Cc1ccc2cc(C)c3nnc(SCC(=O)N4CCCc5ccccc54)n3c2c1C	0	.	-0.4	0	.	-0.7	-11	.	47
CCN(CC)C(=O)c1ccc(NS(=O)(=O)c2ccc3[nH]c(=O)[nH]c3c2)cc1	-6	-3	.	.	100	.	-8	-2	12
COC(=O)CCSC(=S)N1CCOCC1	-1	-6	-0.1	-4	86	0.8	-12	-16	8
CC(=O)Nc1ccc(S(=O)(=O)Nc2cc(C)c(-n3nc4ccccc4n3)cc2O)cc1	1	-12	2.9	-11	88	6.0	-3	-6	13
Cn1nccc1NC(=O)Nc1ccccc1	-11	.	0.0	-4	104	1.3	-15	3	-16
CCCc1nc(SCC(=O)Nc2cc(C)on2)c2ccccc2n1	-1	-5	-0.2	-4	97	-0.5	-13	-4	24
Cc1occc1C(=O)Nc1ccc2c(c1)OCO2	-5	-4	-0.7	-7	106	-1.4	-5	3	18
COCCCNC(=S)N/N=C/c1ccc(O)cc1	9	-2	0.2	0	98	3.8	-10	5	18
Cc1cc(C)c2c(CC(=O)O)coc2c1	8	-4	1.3	-13	99	0.3	-1	2	12
CC(=O)C1=C(c2ccccc2)NC(=O)NC1c1ccc(O)c(O)c1 (configuration not stated)	77*	-4	-0.2	-11	103	1.4	-4	4	14
CCC(=O)NC(=S)Nc1ccc(NC(=O)c2ccco2)c(Cl)c1	-6	-3	-0.7	-3	101	1.4	-7	-1	-20

Part of the list above, in markdown:
| canonical_smiles | M18AAP inhibitor | GalR3 antagonist | OXTR agonist | OXTR potentiate | MEKK2 WT-MEK5 | V1R ag counter | GPR7 antag | MEKK2 mut-MEK5 | NALP1 yeast inh |
| --- | --- | --- | --- | --- | --- | --- | --- | --- | --- |
| CCN(CC)C(=O)c1ccc(NS(=O)(=O)c2ccc3[nH]c(=O)[nH]c3c2)cc1 | -6 | -3 | . | . | 100 | . | -8 | -2 | 12 |
| COc1ccc(CN2CCNC(=O)C2CC(=O)NC2CCOCC2)cc1C (configuration not stated) | 20 | -2 | . | . | 96 | . | -16 | 0 | 11 |
| CCC(=O)NC(=S)Nc1ccc(NC(=O)c2ccco2)c(Cl)c1 | -6 | -3 | -0.7 | -3 | 101 | 1.4 | -7 | -1 | -20 |
| Cc1cc(C(=O)Nc2ccc(C#N)cc2)on1 | -7 | -9 | . | . | 8.0*[inhibitor] | . | -9 | -49 | 21 |
| COCCNC(=O)Cn1nc(-c2ccc(C)cc2)c2ccccc2c1=O | 4 | -6 | -0.3 | -2 | 98 | -0.3 | 2 | -1 | 5 |

(cont.)
SMILES	M18AAP inhibitor	GalR3 antagonist	OXTR agonist	OXTR potentiate	MEKK2 WT-MEK5	V1R ag counter	GPR7 antag	MEKK2 mut-MEK5	NALP1 yeast inh
CC(=O)c1ccc(NC(=S)NNC(=O)c2ccccc2[N+](=O)[O-])cc1	13	-3	-0.2	-12	102	-0.3	-10	-2	-17
CCCCCCNC(=O)Cc1ccc(Br)cc1	-3	-6	-3.0	-4	106	-1.1	-2	1	5
Cc1cc(OCC(=O)OCC(=O)Nc2ccc(Cl)cn2)ccc1Cl	.	-8	1.4	-9	.	2.9	.	.	.
O=c1cc(N2CCCCCC2)[nH]c(=O)n1-c1ccc(Cl)cc1	-1	.	0.2	-7	101	-0.3	-18	14	-5
CC(C)C(OC(=O)CN1C(=O)COc2ccccc21)C(=O)NC1CCCCC1 (configuration not stated)	1	-10	-1.2	-1	101	-1.0	26	0	6
COc1ccc(S(=O)(=O)Nc2c(C)cccc2C)cc1-n1cnnn1	4	-6	1.7	-3	101	2.3	-3	-2	6
O=C(COc1ccc(-c2nnco2)cc1)Nc1c(Cl)cccc1C(F)(F)F	.	-5	1.1	7	.	0.5	.	.	.
Cn1c(SCc2nc(-c3ccc(Cl)cc3)no2)nnc1-c1ccco1	-9	1	0.9	-6	105	3.2	1	4	-6
COc1ccc(-n2nc3c(c2NC(=O)c2ccc(N4C(=O)CCC4=O)cc2)CSC3)cc1	2	-1	0.9	-5	96	-0.1	-5	-7	-15
C=CCn1c(NCCc2ccccc2)nc2c1c(=O)n(C)c(=O)n2C	0	-4	11	-14	102	9.9	-2	2	-7
Cc1ccccc1-c1nnc(SCC(=O)NC2CCCC2)o1	-11	-5	0.1	2	100	1.3	-14	-1	17
COc1ccc(CNCc2cc3c(C(C)(C)C)nn(-c4ccccc4)c3[nH]c2=O)cc1	5	-7	-1.8	-1	83	-0.8	2	1	2

3 compounds from above, sorted by their value in MEKK2 mut-MEK5, rising:
Compound	M18AAP inhibitor	GalR3 antagonist	MEKK2 WT-MEK5	GPR7 antag	MEKK2 mut-MEK5	NALP1 yeast inh
COC(=O)CCSC(=S)N1CCOCC1	-1	-6	86	-12	-16	8
COc1ccc(S(=O)(=O)Nc2c(C)cccc2C)cc1-n1cnnn1	4	-6	101	-3	-2	6
CCCCc1ccc(S(N)(=O)=O)cc1	2	-6	101	-4	4	34

Source: PubChem
